NF-kB neuron act – raises NF-kB expression in human neuronal cells | NF-kB reporter expression; hits give high values | fold change at 12.5 µM | 1.6% of 190,000 active | AID 1239; in the data active means fold change above about 3.3
FLuc inhib CS – inhibits firefly luciferase, flagging false hits in luciferase inhibition screens | P08659 | ATPLite firefly luciferase biochemical luminescence, 10 min | inhibition, % at 10 µM | 1.5% of 200,000 active | AID 1006;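 active means inhibition above about 50% when tested at 10 µM, limit read from the data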
bIAP act – increases bovine intestinal alkaline phosphatase activity | 0.17% of 200,000 active | activation factor at 20 µM | purified bovine IAP, CDP-star luminescence, 30 min; hits give high values; fold of DMSO-control signal, blank-subtracted;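 active means activation factor of 2 or more at 20 µM, a signal rise over negative controls twice the positive control's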
PMI activator – activators of human phosphomannose isomerase. 0.005% of 190,000 active. P34949. activation factor at 20 µM. purified human PMI, coupled resazurin fluorescence, 20 min; hits give high values; 1 = vehicle control, 0 substrate-free wells;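 active means activation factor of 2 or more at 20 µM, relative to plate controls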
Target sequence (P34949 whole entry, looked up): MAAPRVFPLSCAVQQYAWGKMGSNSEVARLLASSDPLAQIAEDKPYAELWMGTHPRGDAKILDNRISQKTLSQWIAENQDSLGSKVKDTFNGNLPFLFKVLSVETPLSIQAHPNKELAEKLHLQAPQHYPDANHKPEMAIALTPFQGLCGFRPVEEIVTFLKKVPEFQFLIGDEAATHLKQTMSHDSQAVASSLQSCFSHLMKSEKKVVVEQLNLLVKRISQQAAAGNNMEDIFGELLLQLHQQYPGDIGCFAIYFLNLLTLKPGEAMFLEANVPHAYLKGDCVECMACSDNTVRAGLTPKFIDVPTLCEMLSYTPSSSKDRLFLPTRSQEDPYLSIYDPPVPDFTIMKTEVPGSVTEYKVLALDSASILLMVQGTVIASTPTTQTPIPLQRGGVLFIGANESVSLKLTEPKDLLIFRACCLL
PMI act satM6P – increases human PMI activity with near-saturating mannose 6-phosphate. P34949. coupled PMI enzyme assay, resazurin fluorescence, 20 min; hits give high values; 1 = untreated enzyme, 0 = substrate-free blank. activation factor at 20 µM. 0.34% of 190,000 active. AID 1216;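 active means activation factor of 2 or more at 20 µM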
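Test system: human phosphomannose isomerase with PGI, G6PDH, diaphorase coupling enzymes; amount: 15 ng/mL PMI; incubation: enzyme reaction with compound 20 min at room temperature; technique: resorufin fluorescence (Ex 544/Em 590 nm) from resazurin via diaphorase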
APP 5'UTR act – activates APP 5'UTR luciferase reporter. SH-SY5Y APP 5'UTR luciferase reporter, luminescence; zero percent = DMSO vehicle wells. activation, % at 2 µM. 1% of 190,000 active. AID 1276;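 active means activation above a set limit, based on mean plus 3 SD of controls, cut at about 140% in these data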; further: values of inactives mirror those of a sister screen read the other way
FLuc stim CS – affects firefly luciferase, flagging false hits in luciferase stimulation screens | P08659 | ATPlite luciferase biochemical, luminescence, 10 min; 0 = ATP-free wells, 1 = DMSO control | activation factor at 10 µM | 200,000 tested, under 10 active | AID 1027;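 active means luciferase activation factor, scaled between plate controls, of at least 2 with compound at 10 µM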
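Material: Luciferase/luciferin reagent mix; Doses: test compounds dosed from 2 mM stocks in 100% DMSO; Schedule: 10 min incubation after luciferase reagent addition, room temperature; Measured by: luminescence from luciferase reaction; Read-out: luminescence gain marking luciferase activators.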
TNAP inh noacc – TNAP (human) inhibition, acceptor-free conditions; 0.26% of 200,000 active; inhibition, % at 20 µM; AID 1012; purified TNAP, CDP-star luminescence, 30 min;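 active means tissue-nonspecific alkaline phosphatase inhibition above about 50% at 20 µM in the single-dose screen, limit read from the data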;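 further: 0% = DMSO negative control and 100% = EDTA positive control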
Target sequence (P05186 whole entry, looked up): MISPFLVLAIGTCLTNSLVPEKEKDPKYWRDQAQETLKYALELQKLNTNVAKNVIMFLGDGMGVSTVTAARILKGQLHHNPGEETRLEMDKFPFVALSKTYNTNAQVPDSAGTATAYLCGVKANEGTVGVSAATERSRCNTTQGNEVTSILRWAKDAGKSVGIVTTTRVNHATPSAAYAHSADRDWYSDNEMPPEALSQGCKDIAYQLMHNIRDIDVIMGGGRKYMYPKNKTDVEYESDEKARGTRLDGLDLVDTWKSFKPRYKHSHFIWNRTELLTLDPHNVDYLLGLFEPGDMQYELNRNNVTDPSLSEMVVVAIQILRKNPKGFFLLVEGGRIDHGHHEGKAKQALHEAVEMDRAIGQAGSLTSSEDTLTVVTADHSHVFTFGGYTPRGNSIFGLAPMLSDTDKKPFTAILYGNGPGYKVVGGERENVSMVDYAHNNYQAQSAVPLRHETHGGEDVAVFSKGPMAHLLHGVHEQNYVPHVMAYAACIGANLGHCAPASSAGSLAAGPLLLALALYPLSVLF
TNAP inh hiacc – inhibitors of human TNAP at high phosphate acceptor concentration. inhibition, % at 20 µM. purified TNAP, CDP-star luminescence, 1 M DEA. 0.03% of 200,000 active. P05186;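 active means over 50% inhibition of tissue-nonspecific alkaline phosphatase at 20 µM in the single-dose screen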;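 further: plate controls were DMSO wells for no effect and EDTA-quenched wells as full inhibition for full effect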
TNAP act hiacc – TNAP (human) activation, high acceptor; purified TNAP, CDP-star luminescence, 1 M DEA, 30 min; hits give high values; 0 = EDTA background, 1 = DMSO-only activity; activation factor at 20 µM; 200,000 tested, under 10 active;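 active means activation factor at least 2 at 20 µM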
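Assay system: human TNAP; Input: enzyme diluted 1/800 final; Reagent: CDP-star luminogenic substrate at 100 µM final; Timing: 30 min, room temperature; Signal: luminescence; Evaluation: TNAP activation factor scaled between EDTA and DMSO control wells.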
Active calls of the source: *; . = not tested or not shown.

SMILES	NF-kB neuron act	FLuc inhib CS	bIAP act	PMI activator	PMI act satM6P	APP 5'UTR act	FLuc stim CS	TNAP inh noacc	TNAP inh hiacc	TNAP act hiacc
Cc1ccccc1CNC(=O)c1ccc(CSCc2ccccc2)cc1	1	-3	0.8	0.8	0.8	-4	1	-34	-10	1.1
CCCCCC(=O)NC(NC(=S)Nc1ccc(S(N)(=O)=O)cc1)C(Cl)(Cl)Cl (stereo not given)	1.1	-8	0.8	0.9	1	-3	1.1	22	0	1
O=C(NN1C(=O)/C(=C/C=C/c2ccccc2)SC1=S)c1ccncc1	1.6	22	1.1	1.3	1.3	-10	0.8	-8	12	0.9
CCN(CC(=O)Nc1ccc(NC(C)=O)cc1)CC(=O)Nc1ccccc1C(=O)c1ccccc1	0.78	2	1.2	1	1	10	1	-15	-4	1
N#C/C(=N\Nc1ccccc1)C(=N)N1CCCCC1	4.5*	61*	0.7	1	1	112	0.4	-4	2	1
COc1ccc(Cc2nnc(SCC(=O)NCc3ccco3)o2)cc1	1.1	-5	0.9	0.9	1	5	1.1	-15	-4	1
Cc1cc(-c2n[nH]c(=S)n2/N=C/c2ccc(Br)s2)n[nH]1	0.96	-2	1	0.9	1	-2	1	-67	4	1
O=C(c1ccco1)N1CCN(C(=O)C(Sc2ccccc2)c2ccccc2)CC1 (stereo not given)	0.72	1	1.1	0.9	0.9	3	1	-3	0	1
CC(C)Cn1c(N)c(C(=O)COC(=O)c2cccnc2Cl)c(=O)n(C)c1=O	0.99	-4	1	1	1	-7	1	0	-2	1
CNC(=S)N=Nc1c(O)[nH]c2ccc(C(C)C)cc12	0.89	-1	1	0.9	0.9	3	1	-63	6	0.9
N#Cc1c(-c2ccco2)nc(SCC(=O)Nc2cccc(Cl)c2)[nH]c1=O	1	2	1	1	0.9	0	1	-2	5	0.9
O=C(COc1ccc(Cl)cc1Cl)NCCSc1ccc(Cl)cc1	0.98	-2	1	0.9	0.9	-4	1	2	2	1
N#Cc1nc(-c2ccco2)oc1N1CCC(Cc2ccccc2)CC1	1.1	-3	0.8	0.9	0.9	-12	1	-6	-2	1
CCO/C=C/C(=O)N(C)CCC#N	1.1	-9	0.9	1	1	15	1.1	-10	-4	1
COc1cc(C(N)=O)cc(Br)c1OCc1ccccc1	0.98	-6	0.6	1	1	23	1.1	-8	-4	1
c1ccc(-c2nnc3sc(-c4ccncc4)nn23)cc1	0.96	-2	0.9	0.9	0.8	.	1	2	-1	1
Cc1c(NC(=O)/C=C/c2ccc(S(=O)(=O)N3CCOCC3)cc2)c(=O)n(-c2ccccc2)n1C	1	-2	1	1	1	24	1	-9	0	1
CC(C)C(NC(=O)C1CCCCC1)C(=O)NC1CCN(Cc2ccccc2)CC1 (stereo not given)	1.4	-4	1	0.9	0.9	-10	1	-3	-2	1
Cc1nc(C)n(C(=O)N(c2ccccc2)c2ccccc2)n1	0.95	-8	1	0.9	0.9	3	1.1	-9	2	1
COC(=O)c1nn(-c2ccccc2)c(=O)cc1Sc1ccc(Cl)cc1	1.1	-8	1.1	1	1	-11	1.1	-9	-7	1.1
Cc1cc(C)cc(C(=O)Nc2ccc(NC(=O)Cc3ccccc3)cc2)c1	0.99	-3	1.1	0.9	0.9	-17	1	-13	-7	1.1
CCOC(=O)c1nnn(-c2nonc2-n2cccc2)c1CN1CCC(C)CC1	0.74	-3	1	0.9	1	11	1	-4	-3	1
O=C(NC(CC(=O)N1CCN(c2ccccc2)CC1)c1ccccc1)c1ccccc1Cl (stereo not given)	0.82	-1	0.8	1	1	5	1	-19	-6	1.1
COc1ccc(-c2nn(-c3ccccc3)cc2C(=O)OCC(=O)c2ccc(C)c([N+](=O)[O-])c2)cc1	2.9	-8	1	0.8	1	-5	1.1	-12	1	1
CN(C)S(=O)(=O)c1cc(NC(=O)CN2CCc3ccccc32)ccc1Cl	1.1	0	0.9	1.7	1.7	35	1	-7	-2	1
O=C(O)Cc1ccc(NS(=O)(=O)c2ccccc2Cl)cc1	0.93	4	1	1.1	0.9	3	1	-3	0	1
COc1cccc(C2C(C#N)=C(N)OC3=C2C(=O)CC(c2ccco2)C3)c1OCc1ccc(F)cc1 (stereo not given)	0.99	-6	1	0.8	0.8	-1	1.1	-10	-5	1.1
Cc1oc(-c2cccs2)nc1CSCC(=O)NC1CC1	1.1	-7	1	1	1	7	1.1	-4	-10	1.1
Cc1cccc(NC(=O)CSc2nnc(CN3CCOCC3)n2C)c1C	0.87	-5	1	1.1	1	3	1.1	-1	-1	1
CN1CCN(C(=O)c2ccc(COc3ccc(C(C)(C)C)cc3)o2)CC1	1	27	1	0.9	0.9	34	0.7	-8	-5	1

Entries of single compounds, looked up by structure. Order of values: NF-kB neuron act	FLuc inhib CS	bIAP act	PMI activator	PMI act satM6P	APP 5'UTR act	FLuc stim CS	TNAP inh noacc	TNAP inh hiacc	TNAP act hiacc
COc1ccc(-c2nn(-c3ccccc3)cc2C(=O)OCC(=O)c2ccc(C)c([N+](=O)[O-])c2)cc1 is listed as 2.9	-8	1	0.8	1	-5	1.1	-12	1	1
O=C(O)Cc1ccc(NS(=O)(=O)c2ccccc2Cl)cc1 is listed as 0.93	4	1	1.1	0.9	3	1	-3	0	1
Cc1cc(C)cc(C(=O)Nc2ccc(NC(=O)Cc3ccccc3)cc2)c1 is listed as 0.99	-3	1.1	0.9	0.9	-17	1	-13	-7	1.1

Additional entries follow.
SMILES	NF-kB neuron act	FLuc inhib CS	bIAP act	PMI activator	PMI act satM6P	APP 5'UTR act	FLuc stim CS	TNAP inh noacc	TNAP inh hiacc	TNAP act hiacc
N=c1sccn1CC(=O)Nc1ccc(SC(F)F)cc1	1.6	-4	1.1	1.1	1	11	1	10	-2	1
CCN(CC)S(=O)(=O)c1ccc(C(=O)NCCN(C)C)cc1	1	-5	1	0.9	0.9	15	1.1	-5	-1	1
Cc1ccc(S(=O)(=O)n2[nH]c(=O)cc2N)cc1	1	-2	0.8	0.9	1	-4	1	3	0	1
O=C(C1=C[C@H](c2coc3ccccc3c2=O)C[C@H](OCc2ccc(CO)cc2)O1)N1CCN(Cc2ccc3c(c2)OCO3)CC1	0.6	4	1	0.9	0.9	7	1	-4	0	1
Cc1nc2nc(N)nn2c(C)c1C/C=C/c1ccccc1	1.1	-3	1	1	1	-1	1	-15	-5	1
Cc1ccc2c(c1)C(=O)c1ccccc1CS2=O (stereo not given)	0.99	-2	1	1.3	1.1	-4	1	-7	-3	1
Cc1ccc2c(c1)[C@@H]1CN(C)CC[C@@H]1N2S(=O)(=O)c1ccc(F)cc1	0.87	-10	1	1.1	1	-11	1.1	-7	-3	1
Cc1ccc(C2C(C#N)=C(N)SC(N)=C2C#N)cc1	0.82	-15	1	1.4	1.1	6	1.1	-19	-10	1.1
Cc1ccc(Cn2cccc2/C=N/NC(=S)Nc2ccc(C)cc2)cc1	1	-4	0.9	1	0.9	23	1	-4	2	1
CCN(CC)CCCNc1cc2n(c(=O)n1)CCc1cc(OC)c(OC)cc1-2	0.89	-3	1.1	0.9	0.9	10	1	-7	-2	1
O=C(NCCCn1ccnc1)c1ccccc1NS(=O)(=O)c1ccc(F)c(F)c1	0.92	-1	1	0.9	1	-13	1	-4	-2	1
COCCNc1cc(C)c(C#N)c2nc3ccccc3n12	1.1	-2	1.1	0.8	0.8	-11	1	-14	-4	1
CCOC(=O)Nc1ccc([N+](=O)[O-])cc1C	1.3	-6	0.9	0.9	0.9	-17	1.1	-15	-4	1
O=C1CN=C(Nc2ccccc2Cl)N1Cc1ccc2c(c1)OCO2	1.2	-4	0.9	1.2	1	-2	1	-8	3	1
CCSC1=C(C#N)C(c2ccccc2C)CC(=O)N1 (stereo not given)	0.81	-2	0.8	0.9	1	3	1	-14	-2	1
O=C(CSc1ncnc2c1oc1ccccc12)Nc1cccc(Cl)c1	1	-2	0.9	1	0.9	3	1	-9	-1	1
C=CCC(NCc1ccccc1)c1ccco1 (stereo not given)	0.97	-8	1	0.9	1	-4	1.1	-14	-9	1.1
CCN(CC)S(=O)(=O)c1cccc(C(=O)Nc2sc3c(c2C(N)=O)CCCC3)c1	1	2	1	0.9	0.9	-6	1	-11	0	1
CC1=CC(C)(C)N2C(=O)C3(N=C(N)NC(Nc4ccccc4)=N3)c3cc(C)cc1c32 (stereo not given)	0.95	-5	2.3*	0.9	1	10	1	-59	-12	1.1
COc1cccc(C2C3=C(Nc4[nH]n(-c5ccccc5)c(=O)c42)c2ccccc2C3=O)c1 (stereo not given)	1.1	3	0.9	1.3	1.4	-12	1	28	21	0.8
CCC1CCCCN1c1nc(-c2cccc(OC)c2O)nc2ccccc12 (stereo not given)	0.93	-4	0.9	1	0.9	-3	1	-6	-8	1.1
Cc1ccc(N2C(=O)NC(C(F)(F)F)(C(F)(F)F)C3=C2CC(C)(C)CC3=O)cc1	0.74	-6	1.2	1	0.9	-3	1.1	-5	-6	1.1
Cc1cccc(C(=O)N2CCN=C2SCc2ccc([N+](=O)[O-])cc2)c1	1.1	-4	1.1	0.8	0.8	-8	1	-17	-5	1.1
O=C(c1ccc2c(c1)OCO2)C1CCCN(Cc2cn[nH]c2-c2ccccc2)C1 (stereo not given)	0.88	-2	1.1	1	1	16	1	3	-4	1
O=c1cc(O)nc(SCc2ccc(Cl)cc2)[nH]1	1.4	-3	0.9	0.9	0.9	3	1	-15	-2	1
O=C(CSc1nc2c(cnn2-c2ccccc2)c(=O)[nH]1)c1ccc(Cl)cc1	.	-4	0.9	0.9	1	5	1	-11	-3	1
O=C(OC1CCOC1=O)c1ccc2ccccc2n1 (stereo not given)	1.1	1	1	1	1	-6	1	-6	-2	1
CCCCNCc1cc(Cl)c(OCCC)c(OCC)c1	0.97	-8	0.9	1	1	.	1.1	-17	-4	1
CC(=O)c1cc(Cl)ccc1OC(=O)c1ccco1	1.2	-8	0.9	1	1	7	1.1	-4	-2	1
COC(=O)C1=C(C)NC(=S)NC1c1ccc(OC(=O)c2ccco2)cc1 (stereo not given)	1.2	-4	1	.	.	6	1	-2	1	1
CCN1C(=O)C(CC(=O)Nc2ccc(OC)cc2)N(Cc2ccc3c(c2)OCO3)C1=S (stereo not given)	1.3	0	0.8	0.9	1	-11	1	3	6	0.9

No new results follow: entries from further up.
SMILES	NF-kB neuron act	FLuc inhib CS	bIAP act	PMI activator	PMI act satM6P	APP 5'UTR act	FLuc stim CS	TNAP inh noacc	TNAP inh hiacc	TNAP act hiacc
O=C(OC1CCOC1=O)c1ccc2ccccc2n1 (stereo not given)	1.1	1	1	1	1	-6	1	-6	-2	1
CCCCNCc1cc(Cl)c(OCCC)c(OCC)c1	0.97	-8	0.9	1	1	.	1.1	-17	-4	1
CC(=O)c1cc(Cl)ccc1OC(=O)c1ccco1	1.2	-8	0.9	1	1	7	1.1	-4	-2	1
COC(=O)C1=C(C)NC(=S)NC1c1ccc(OC(=O)c2ccco2)cc1 (stereo not given)	1.2	-4	1	.	.	6	1	-2	1	1
CCN1C(=O)C(CC(=O)Nc2ccc(OC)cc2)N(Cc2ccc3c(c2)OCO3)C1=S (stereo not given)	1.3	0	0.8	0.9	1	-11	1	3	6	0.9
